NR2E3 ag-1 = activates human NR2E3 receptor; Q9Y5X4; CHO-S Gal4-NCOR/VP16-NR2E3 two-hybrid, luciferase; inhibition of corepressor binding, % at 3.98 µM; 0.35% of 360,000 active; AID 602229;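 active = inhibition above the mean of all tested compounds plus 3 SD, cut at about 70% in these data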;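 also: 0% = DMSO with NR2E3 transfected cells and 100% = cells lacking NR2E3 construct; higher means lower luciferase signal from less NR2E3 corepressor binding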
Target sequence (Q9Y5X4 whole entry, looked up, the tested form may be a part): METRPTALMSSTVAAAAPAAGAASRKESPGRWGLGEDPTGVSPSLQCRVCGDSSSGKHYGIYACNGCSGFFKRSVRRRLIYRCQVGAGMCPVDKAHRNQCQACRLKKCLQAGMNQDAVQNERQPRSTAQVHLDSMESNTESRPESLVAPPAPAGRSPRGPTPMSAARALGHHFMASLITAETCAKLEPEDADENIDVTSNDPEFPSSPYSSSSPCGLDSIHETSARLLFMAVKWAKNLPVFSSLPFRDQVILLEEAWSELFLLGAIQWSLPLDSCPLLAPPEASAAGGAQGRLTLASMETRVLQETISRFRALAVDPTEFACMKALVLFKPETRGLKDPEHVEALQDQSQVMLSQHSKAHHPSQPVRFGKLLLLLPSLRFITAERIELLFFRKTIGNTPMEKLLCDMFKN
Peg3 prom inh = inhibitors of Peg3 promoter; HeLa PEG-Prom luciferase reporter, luminescence, overnight; inhibition, % at 20 µM; 1.7% of 360,000 active;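 active = inhibition of at least 50% at 20 µM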
Shn3 3UTR inh = inhibitors of Schnurri-3 3'UTR reporter in osteoblasts. inhibition, % at 12.5 µM. Clone20 osteoblast Shn3 3'UTR firefly luciferase, 24 h. 0.52% of 360,000 active. AID 588674;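 active = mean inhibition of at least 75% with every replicate also reaching 75%; inconclusive = mean inhibition at least 75% but some replicate below; inactive = mean inhibition below 75%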;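 also: 0% = median of neutral control wells and 100% = pilot-screen positive control compound; some compounds past the cut are filed as inactive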
NR2E3 ag-2 = NR2E3 (human) agonism; AID 2300; 0.12% of 320,000 active; inhibition of corepressor binding, % at 4.78 µM; GST-NR2E3/biotin-RetCOR TR-FRET, 1536-well;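 active = percent inhibition above the cutoff of mean plus 3 SD of all tested compounds, set per screening campaign, cut at about 20% in these data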;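 also: 0% = DMSO wells and 100% = biotin wells as full block of FRET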
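System: GST-NR2E3 and biotin-RetCOR proteins; probe or stimulus: 7 nM biotin-RetCOR; doses: compound at 4.8 µM, single dose; schedule: Compound–protein incubation for 5 h at 4 °C; detection: time-resolved FRET; read-out: percent inhibition; controls: biotin wells as high control, 0.6% DMSO wells as low control; format: 1536-well plates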
Vif inh = inhibitors of HIV Vif. HEK293T cells, Vif self-association by quenched fluorescence, imaging, 24 h. inhibition, % at 7.49 µM. 0.35% of 340,000 active. AID 602346; in the data active = inhibition above about 50%, passing the limit was not always enough; inconclusive = no clear call, values can overlap the other calls; inactive = below about 31%; also: some results filed as inactive read as strong as hits
HIF-2a inh = HIF-2a inhibition | 786-0 RCC cells HIF-2a reporter, luciferase luminescence, overnight | inhibition, % at 18.8 µM | 0.72% of 360,000 active;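 active = inhibition of the luminescence signal of 40% or more relative to plate controls, in a single-dose primary screen at 18.75 µM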
CF NFkB inh = cystic fibrosis NF-kB activation inhibition | 0.86% of 360,000 active | inhibition, % at 5 µM | KKLEB NF-kB-GFP reporter, PAF-induced, GFP fluorescence overnight | AID 588850;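 active = at least 50% inhibition at 5 µM, scaled per plate between neutral and stimulator controls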;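 also: PAF is a Pseudomonas aeruginosa culture filtrate used as stimulus; plate controls were PAF-stimulated DMSO wells for no effect and unstimulated DMSO wells for full effect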
CaV13 FRET inh = Primary screen for inhibitors of IQ motif and Ca2+-dependent inactivation inhibitor domain binding in CACNA1D, Förster resonance energy transfer in living cells, …; inhibition, % at 12.3 µM; HEK cells, CFP/YFP FRET ICDI-IQ, plate reader, 10 min; percent FRET-ratio fall versus neutral wells; 0.098% of 340,000 active; AID 743397;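 active = mean replicate inhibition of at least 30% and at least 1% of replicates passing that level; inconclusive = only one of the two criteria is met; inactive = neither criterion is met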;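 also: 0% = median of the neutral control wells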
PDI turbidity = blocks human protein disulfide isomerase activity; P07237; PDI insulin aggregation turbidity, A650, 90 min; inhibition, % at 10 µM; 0.052% of 350,000 active; AID 588391;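 active = mean inhibition across replicates of 30% or more, whatever share of single replicates reach that level; inconclusive = mean inhibition below 30% while every single replicate reaches 30%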;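 also: absorbance from insulin aggregation driven by PDI reduction with DTT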
Target sequence (P07237 whole entry, looked up): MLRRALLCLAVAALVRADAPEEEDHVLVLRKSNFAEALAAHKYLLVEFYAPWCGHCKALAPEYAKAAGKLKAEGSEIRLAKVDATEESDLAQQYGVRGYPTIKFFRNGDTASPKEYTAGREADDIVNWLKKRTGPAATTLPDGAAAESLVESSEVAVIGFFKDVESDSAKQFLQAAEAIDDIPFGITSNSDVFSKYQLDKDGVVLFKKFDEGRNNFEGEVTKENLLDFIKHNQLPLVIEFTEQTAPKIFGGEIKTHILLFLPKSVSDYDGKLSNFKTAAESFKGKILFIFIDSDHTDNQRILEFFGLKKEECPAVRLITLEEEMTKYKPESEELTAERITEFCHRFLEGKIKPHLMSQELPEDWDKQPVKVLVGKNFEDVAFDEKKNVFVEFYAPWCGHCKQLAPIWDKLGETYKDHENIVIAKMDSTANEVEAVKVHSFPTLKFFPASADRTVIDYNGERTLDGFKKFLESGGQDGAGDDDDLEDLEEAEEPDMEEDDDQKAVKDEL
MITF TRPM1 inh = MITF TRPM1 promoter inhibition in SK-MEL-5 cells | SK-MEL-5 TRPM1 promoter luciferase, 24 h | inhibition, % at 12.5 µM | 0.83% of 330,000 active;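 active = mean inhibition across replicates of 60% or more, whatever share of single replicates reaches that level; inconclusive = some that reach 60%, reason not given; inactive = mean inhibition across replicates below 60%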; also: values of inactives mirror those of a sister screen read the other way
KKLEB cytotox = counter-screen for CF NF-kB inhibitors: cytotoxicity; activity change (cytotoxicity), % at 5 µM; KKLEB CF airway cells viability, ATPlite luminescence, overnight; stronger effect = lower value; cells stimulated with P. aeruginosa culture filtrate; AID 602141; 0.36% of 360,000 active;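 active = corrected activity change at or below -50% at 5 µM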
The depositor's hits bear a star; ? = inconclusive; · = no result given.

Fields: NR2E3 ag-1, Peg3 prom inh, Shn3 3UTR inh, NR2E3 ag-2, Vif inh, HIF-2a inh, CF NFkB inh, CaV13 FRET inh, PDI turbidity, MITF TRPM1 inh, KKLEB cytotox
> CC(=O)c1c(C)[nH]c(C(=O)OCC(=O)NCCC2=CCCCC2)c1C
 : 17, -8, 24, -1, ·, 2, -8, -2, -4, 17, -4
> O=C(CN1C(=O)NC2(CCCC2)C1=O)Nc1nc2c(F)cc(F)cc2s1
 : 4, -40, 2, 1, -7, -39, 26, -6, 0, 0, -8
> O=C(Nc1ccnn1C1CCN(C(=O)c2ccccc2C(F)(F)F)CC1)C1CC1
 : 7, -22, 0, -1, ?, -27, -6, -7, -2, -7, 11
> CCOC(=O)N1CCN(C(=O)COC(=O)Cc2ccc(Cl)cc2)CC1
 : -13, 14, 3, 3, 22, 5, 15, -2, -4, -11, 1
> CC(C)NC(=S)NC(=O)/C=C/c1cccc2ccccc12
 : 17, -2, -15, -3, -27, -7, 23, -14, -2, 1, -19
> CCOC(=O)Cc1csc(NC(=O)CSc2nnc(-c3ccc(C)cc3)o2)n1
 : -2, -2, -16, 1, 3, 12, 0, -8, -7, -5, -5
> CCNC(=S)NNC(=O)c1cccs1
 : 7, 13, 13, 8, -3, -3, -4, ·, 1, 6, -1
> Cc1ccc(S(=O)(=O)NCCC(C)C)cc1[N+](=O)[O-]
 : -41, 9, 5, 0, 8, 20, 12, -18, 16, -6, -11
> COC(=O)C1=CN(C2CC2)C=C(C(=O)OC)C1c1ccccc1OC
 : 16, 0, 23, 4, -1, -9, 4, -1, 4, -7, -2
> Cc1ccc(CSCC(=O)N2CCN(c3ccc(F)cc3)CC2)cc1
 : -7, 8, -6, 2, 16, 8, -12, -8, -2, 10, 1
> OCCNC(=S)Nc1ccc(Oc2ccccc2)cc1
 : -24, 0, -13, -1, 39, -13, -9, 1, 8, 4, 12
> COC(=O)c1c(NC(=O)c2ccnn2C)sc(C)c1C
 : 1, 1, -3, -1, ·, 0, -18, -6, 7, -13, 3
> CCCc1ccccc1OCCNC(=O)c1cc(=O)n(C)c(=O)n1C
 : -2, 11, 20, 5, 0, 13, -18, 9, 0, -12, 1
> O=C(NC1CCCC1)C(Cc1ccccc1)n1cccc1 (configuration not stated)
 : -5, 12, 17, 0, 3, 6, -17, -4, ·, 14, 9
> CCc1nn(C(C)C(=O)N(C)Cc2ccccc2)c(=O)c2cc3occc3n12 (configuration not stated)
 : 0, 14, -8, 3, 2, -4, -28, -2, 3, -2, -5
> CC[C@@]1(C(=O)OC)N[C@H](CN(C)S(=O)(=O)c2ccc(C(F)(F)F)cc2)[C@@H]2C(=O)N(C)C(=O)[C@@H]21
 : -18, -5, 1, ·, 5, -3, -30, -2, 3, 4, 18
> O=C(CN1C(=O)NC2(CCSC2)C1=O)NCc1ccccc1 (configuration not stated)
 : -25, 7, -6, -1, -2, 5, 2, -9, -1, 9, 6
> O=C(NCC1CCCO1)/C(=C/c1cn(-c2ccccc2)nc1-c1cccnc1)NC(=O)c1ccccc1 (configuration not stated)
 : -13, 14, -16, -2, 1, 10, -15, 6, -2, -11, 4
> CC(=O)c1cccc([N+](=O)[O-])c1
 : 6, -4, 0, -1, 0, 2, -10, ·, ·, -8, 0
> CCC(NC(=O)c1ccccc1NC(=O)c1ccco1)C(=O)O (configuration not stated)
 : 26, 14, -5, 1, 4, 14, 4, -5, 8, -4, 11
> C[C@H](CO)N1C[C@H](C)[C@@H](CN(C)S(C)(=O)=O)Oc2c(NC(=O)Cc3ccccc3)cccc2C1=O
 : -16, -9, 1, ·, ·, 6, 2, -12, 3, -2, -8
> COC(=O)c1ccc2c(=O)n(Cc3ccco3)c(SCC(=O)Nc3ccc(C)c(Cl)c3)nc2c1
 : 1, -54, 37, 6, 15, 17, 3, -9, -12, 14, 1
> COc1cccc(C(=O)Nc2ccc(Oc3cccc(C(F)(F)F)c3)nc2)c1
 : -13, 27, 34, 1, -10, 15, 9, -5, -7, 13, -1
> CCOC(=O)CON1C(=O)c2ccccc2C1=O
 : -10, 23, 4, -1, 3, 9, 1, ·, 1, -1, -2
> O=c1[nH]c(=O)c2[nH]c(=O)n(-c3ccccc3)c2[nH]1
 : -11, 5, -17, ·, 2, 14, 5, -4, -4, -3, -5
> Cc1ccsc1CNCc1cc(Cl)ccc1O
 : 12, -58, -15, 3, ·, -30, -26, -10, -2, -9, 8
> CCCNC(=O)CN1C(=O)NC(CC)(c2ccc(F)cc2)C1=O (configuration not stated)
 : -14, 7, 4, 2, 4, -3, -20, -2, 2, -10, -2
> Cc1cccc(S(=O)(=O)Nc2nc3ccccc3nc2NCc2ccco2)c1
 : 18, 25, -19, 2, ·, 22, 1, ·, 7, 7, 1
> CCCc1cc(=O)[nH]c(N/N=C/C=C\c2ccccc2)n1
 : -12, -5, -2, 1, 1, 1, 4, -1, 1, 2, 4
> CSc1cccc(NC(=O)CCCOc2cc(=O)n(C)c3ccccc23)c1
 : 5, 0, -5, ·, -3, -72, -112, -6, -6, ·, -7
> O=S(=O)(c1cccs1)N1CCN(c2ccccc2Cl)CC1
 : -10, -41, -7, 4, -5, -73, -34, -6, 19, -12, 11
> CSCCC(NC(=O)c1ccccc1)C(=O)N1CC=C(c2ccccc2)CC1 (configuration not stated)
 : -11, 26, 22, 0, -4, 11, 5, -3, 7, -2, -20
> CNC(=O)COC(=O)/C=C/c1cn(-c2ccccc2)nc1-c1ccc(C)o1
 : -13, -1, -22, 2, ·, -5, -41, -1, -3, -8, 21
> Nc1nc(NCCCN2CCOCC2)nc(Nc2cccc(Cl)c2)c1[N+](=O)[O-]
 : 33, 32, -7, -2, 7, 1, -15, -5, 5, -41, -14
> CC(C)NC(=O)c1c(CSc2ccc(Cl)cc2)noc1C(=O)NCc1ccccc1
 : -17, 25, 4, 0, -7, 9, -3, -4, 1, -13, -16
> Cc1ccc(N2CC(C(=O)OCC(=O)Nc3cccc(Cl)c3C)CC2=O)cc1 (configuration not stated)
 : -14, -2, -2, ·, 10, 11, 7, -7, 2, -6, -7
> COc1cccc(C(=O)NNC2=CC(=O)CC(C)(C)C2)c1
 : -7, -1, 2, 4, 14, 8, 5, -4, 0, -11, -4
> CCOC(=O)C1=C(N)Oc2cc(O)ccc2C1c1ccc([N+](=O)[O-])cc1 (configuration not stated)
 : 4, 25, 17, 0, -1, 14, 6, 1, -15, 12, 3
> CCc1ccccc1N(C(=O)c1snc(C(N)=O)c1N)C(C(=O)NCC1CCCO1)c1c[nH]c2ccccc12 (configuration not stated)
 : -2, 13, 5, 3, -1, 38, -4, -4, -3, 14, 13
> COc1ccc(S(=O)(=O)N2CCc3ccccc32)cc1C(=O)N1CCC(C)CC1
 : -18, 16, 2, ·, -1, 13, -19, -6, 3, 12, 0
> CCc1nnc(NC(=O)CCS(=O)(=O)Cc2ccccc2)s1
 : -42, -12, -1, 2, 16, -6, -4, -4, 1, 8, -20
> Cn1cccc1/C=N/NC(=O)c1ccc[n+]([O-])c1
 : 6, 0, 2, -2, 0, 2, -16, -5, -1, 6, -11
> Cn1c(=O)oc2cc(S(=O)(=O)Nc3cccc4c3CCCC4)ccc21
 : 8, 23, 29, 4, ·, 10, -2, -4, 12, 19, -6
> NC(=O)Nn1c(CCC(=O)O)ccc1-c1ccc(Cl)cc1
 : -9, -2, -15, 2, 0, 11, 10, -6, 0, 2, -2
> COC(=O)C1=COC(OC2OC(CO)C(O)C(O)C2O)C2C(C)CC(=O)C12 (configuration not stated)
 : -4, 10, -1, ·, 5, 5, -1, ·, ·, ·, 17
> O=C(O)c1ccc(N2CCCC2=O)cc1
 : -22, 0, 7, 3, 16, 18, 1, -5, 1, 3, 3

Gathered by group, the entries above with a Cl atom
Fields: NR2E3 ag-1, Peg3 prom inh, Shn3 3UTR inh, NR2E3 ag-2, Vif inh, HIF-2a inh, CF NFkB inh, CaV13 FRET inh, PDI turbidity, MITF TRPM1 inh, KKLEB cytotox
> CCOC(=O)N1CCN(C(=O)COC(=O)Cc2ccc(Cl)cc2)CC1
 : -13, 14, 3, 3, 22, 5, 15, -2, -4, -11, 1
> COC(=O)c1ccc2c(=O)n(Cc3ccco3)c(SCC(=O)Nc3ccc(C)c(Cl)c3)nc2c1
 : 1, -54, 37, 6, 15, 17, 3, -9, -12, 14, 1
> Cc1ccsc1CNCc1cc(Cl)ccc1O
 : 12, -58, -15, 3, ·, -30, -26, -10, -2, -9, 8
> O=S(=O)(c1cccs1)N1CCN(c2ccccc2Cl)CC1
 : -10, -41, -7, 4, -5, -73, -34, -6, 19, -12, 11
> Nc1nc(NCCCN2CCOCC2)nc(Nc2cccc(Cl)c2)c1[N+](=O)[O-]
 : 33, 32, -7, -2, 7, 1, -15, -5, 5, -41, -14
> CC(C)NC(=O)c1c(CSc2ccc(Cl)cc2)noc1C(=O)NCc1ccccc1
 : -17, 25, 4, 0, -7, 9, -3, -4, 1, -13, -16
> Cc1ccc(N2CC(C(=O)OCC(=O)Nc3cccc(Cl)c3C)CC2=O)cc1 (configuration not stated)
 : -14, -2, -2, ·, 10, 11, 7, -7, 2, -6, -7
> NC(=O)Nn1c(CCC(=O)O)ccc1-c1ccc(Cl)cc1
 : -9, -2, -15, 2, 0, 11, 10, -6, 0, 2, -2

Compound activity from PubChem.
